Screening data (PubChem)
TrxR1 substrate: is turned over as a substrate by rat TrxR1; O89049; purified TrxR1 substrate turnover, NADPH consumption readout; Potency, µM (titrated, usually from 114 µM), for the others: at the highest dose activity change, negative = substrate turnover; hit rate 0.01% among 390,000; AID 588456; also: potency is read from the fitted curve at half-maximal effect; % is scaled to controls: 0 for no effect and ±100 for the full control effect; nearly all actives have a fitted effect of over 50% in size
Target sequence (O89049 whole entry, looked up): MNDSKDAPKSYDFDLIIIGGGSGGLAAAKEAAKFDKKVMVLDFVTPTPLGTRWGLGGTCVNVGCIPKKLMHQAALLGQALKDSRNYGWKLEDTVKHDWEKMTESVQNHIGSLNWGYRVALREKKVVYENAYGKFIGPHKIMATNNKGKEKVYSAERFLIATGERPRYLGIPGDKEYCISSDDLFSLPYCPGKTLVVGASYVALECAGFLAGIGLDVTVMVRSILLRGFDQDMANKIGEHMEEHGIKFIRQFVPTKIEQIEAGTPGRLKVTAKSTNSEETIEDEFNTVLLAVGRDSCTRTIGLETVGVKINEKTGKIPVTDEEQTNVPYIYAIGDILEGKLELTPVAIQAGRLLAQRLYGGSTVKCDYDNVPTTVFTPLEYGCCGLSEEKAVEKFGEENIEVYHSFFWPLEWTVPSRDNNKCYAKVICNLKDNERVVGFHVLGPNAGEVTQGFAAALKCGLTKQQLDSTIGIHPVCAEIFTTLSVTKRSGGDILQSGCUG
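Rat TrxR1, dispensed at 90 nM, was prereduced with 400 uM NADPH (final) for 5 min at ~22 deg C, then incubated with compound 15 min before 400 uM selenite. A first-read NADPH fluorescence drop versus no-compound background flagged substrates.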
D2 agonist: D2 dopamine receptor (human) agonism. hit rate 0.53% among 340,000. HEK293 T-REx D2 cells, calcium flux agonist mode. activation, % at 2 µM;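 active = activation over 3 SD above normal in the single-dose calcium agonist read, cut at about 30% in these data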; also: 0% is about no effect
Target sequence (P14416 whole entry, looked up): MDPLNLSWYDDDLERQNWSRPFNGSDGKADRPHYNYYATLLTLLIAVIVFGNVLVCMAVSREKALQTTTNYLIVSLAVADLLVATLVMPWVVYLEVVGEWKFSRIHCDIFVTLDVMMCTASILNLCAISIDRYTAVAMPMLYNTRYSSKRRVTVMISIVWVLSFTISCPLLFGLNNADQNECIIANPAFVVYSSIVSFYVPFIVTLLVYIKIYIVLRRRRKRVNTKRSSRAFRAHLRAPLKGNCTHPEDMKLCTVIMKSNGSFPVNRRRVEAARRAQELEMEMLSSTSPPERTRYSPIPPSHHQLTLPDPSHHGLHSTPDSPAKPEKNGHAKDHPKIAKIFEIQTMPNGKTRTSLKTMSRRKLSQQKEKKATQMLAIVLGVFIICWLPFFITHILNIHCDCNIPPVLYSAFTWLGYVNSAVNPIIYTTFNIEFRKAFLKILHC
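Tetracycline-induced HEK293 T-REx cells with force-coupled D2 receptor, plated overnight at 30 C, loaded with no-wash calcium dye. After a 10 s baseline, compound was pin-added and calcium flux read kinetically for 180 s; calcium rises flagged agonists.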
PI4K2A block: inhibitors of human PI4K2A; activity change, negative = inhibition, % at 76.9 µM; hit rate 0.13% among 420,000; AID 1346378; purified PI4K2A, ADP-Glo luminescence, 1 h; hits give low values; Q9BTU6; in the data active = activity change below about -50%; inconclusive = mostly about -30% to -49%;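 also: -100% = wells without enzyme as full effect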
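Compounds are screened against recombinant PI4K2A using PI as substrate and ATP, the latter dispensed at 300 microM. Reactions run one hour at ambient temperature before ADP-Glo detection; full inhibition defined by wells lacking enzyme.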
USP1 inh: inhibitors of human USP1/UAF1 deubiquitinase | recombinant USP1/UAF1, Ub-Rhodamine cleavage fluorescence | hit rate 0.23% among 390,000 | AID 743255 | Potency, µM (series often up to 57.1 µM), for the others: at the top dose activity change, negative = inhibition, actives largely listed as inhibitors; also: potency is read from the fitted curve at half-maximal effect; % is scaled to controls: 0 for no effect and ±100 for the full control effect; nearly all actives have a fitted effect of over 60% in size; inactives centre near -12
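High-throughput fluorogenic screen: 1nM USP1/UAF1 complex, Ub-Rho substrate 150nM final, 50mM HEPES pH 7.8 with 0.5mM EDTA, 0.1 mg/ml BSA, 1mM TCEP and 0.01% Tween-20.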
TRHR agonist: activates the human TRH receptor; P34981; TRHR cells, calcium flux fluo-8, FDSS agonist mode; activation, % at 2 µM; hit rate 0.18% among 360,000; AID 493084; in the data active = activation above about 30%; also: 0% is about no effect
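In this calcium-flux screen, cells bearing human TRHR are dye-loaded with fluo-8, baselined for 10 cycles, then exposed to library compounds; positive kinetic calcium responses during the agonist phase mark hits, with TRH as control.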
IDH1 R132H inh: human IDH1 R132H inhibition; O75874; IDH1-R132H enzyme, NADPH consumption, diaphorase/resazurin fluorescence; Potency, µM (doses to about 76.6 µM), for inactives: top-dose activity change, negative = inhibition, most hits filed as inhibitors; hit rate 0.093% among 390,000; AID 602179; also: potency is read from the fitted curve at half-maximal effect; % is scaled to controls: 0 for no effect and ±100 for the full control effect; nearly all actives have a fitted effect of over 65% in size
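IDH1-R132H (0.5 ug/mL) preincubated 30 min with compound, then NADPH (0.016 mM) and alpha-KG (2 mM) added; 80 min at RT, pH 7.5. Remaining NADPH coupled via diaphorase/resazurin to fluorescence (540/590 nm); concentration-response curves normalized to no-enzyme control.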
TRHR enhancer: allosteric enhancers of human TRH receptor | P34981 | TRHR cells, fluo-8 calcium fluorescence, EC20 TRH enhancement | enhancement, % at 2 µM | hit rate 0.66% among 360,000 | AID 493056; in the data active = enhancement above about 30%; also: 0% is about no effect
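TRHR-expressing cells loaded with fluo-8 calcium dye were read kinetically (ex 480/em 530) during compound addition, then stimulated with an EC20 of TRH (10 nM final). Enhancement of the Gq-mediated intracellular calcium response was scored.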
TrxR1 inh: rat TrxR1 inhibition | AID 588453 | Potency, µM (highest dose often 114 µM), without a hit: at the top dose activity change, negative = inhibition, actives largely listed as inhibitors | O89049 | hit rate 1% among 390,000 | recombinant rTrxR1, NADPH fluorescence consumption, selenite substrate; also: potency is read from the fitted curve at half-maximal effect; % is scaled to controls: 0 for no effect and ±100 for the full control effect; nearly all actives have a fitted effect of over 65% in size
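Rat TrxR1 (90 nM in the dispensed reagent) was pre-reduced with 400 uM NADPH for 5 min at room temperature, then incubated with compound for 15 min. After 400 uM selenite was added, NADPH fluorescence (Ex 340/Em 450 nm) was followed for 8 min.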
D2 antag: antagonizes the human D2 dopamine receptor; HEK293 TREx D2 cells, calcium flux, dopamine EC80; inhibition, % at 10 µM; hit rate 2% among 340,000; AID 485344; in the data active = inhibition above about 30%; also: 0% is about no effect
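In this primary screen, negative modulation is detected by tracking calcium flux after an EC80 dopamine challenge in inducible HEK293 T-REx D2 cells preexposed to test compound for 180 s.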
* hit, by the source's call; [ ] = remark or other dose. Unless noted, calls follow the shape of the dose curve; as a rule, active = well fitted inhibition curve with a large enough effect; inconclusive = small, poorly fitted or top-dose-only effect; inactive = no such curve, though single readings can be large or run the other way.

Results for CN(C)CCCN1C(=O)C(=O)/C(=C(/O)c2ccncc2)C1c1cccnc1 (stereo not given) ?
TrxR1 substrate: -8%; D2 agonist: 1.0; PI4K2A block: 3; USP1 inh: -18%; TRHR agonist: 0.9; IDH1 R132H inh: 7%; TRHR enhancer: 1; TrxR1 inh: -12%; D2 antag: 8

What do the screens show for `CCCCOc1cccc(NC(=O)CSc2nccn2C)c1`?
TrxR1 substrate: 5%; D2 agonist: -1.0; PI4K2A block: -1; USP1 inh: -14%; TRHR agonist: -0.4; IDH1 R132H inh: 3%; TRHR enhancer: -8; TrxR1 inh: 10%; D2 antag: 5

What do the screens show for `O=C(c1ccccc1F)N1C(=O)c2cccc3cccc1c23`?
TrxR1 substrate: 4%; D2 agonist: -0.1; PI4K2A block: 3; USP1 inh: -13%; TRHR agonist: 0.5; IDH1 R132H inh: 0%; TRHR enhancer: -8; TrxR1 inh: 10%; D2 antag: -1

Results for COc1ccc(OCC(=O)Nc2ccc3c(c2)nc(CCNC(=O)c2ccco2)n3C)cc1 ?
TrxR1 substrate: -3%; PI4K2A block: -5; USP1 inh: 14%; TRHR agonist: -0.3; IDH1 R132H inh: 0%; TRHR enhancer: -1; TrxR1 inh: -4%

How did O=C(CCNC(=O)c1ccc(Cl)cc1)Nc1ccc(Cl)cc1F do in these assays?
TrxR1 substrate: 4%[57.1 µM]; D2 agonist: -0.8; PI4K2A block: 1; USP1 inh: -6%; TRHR agonist: -0.2; IDH1 R132H inh: 14%; TRHR enhancer: 4; TrxR1 inh: 12%[57.1 µM]; D2 antag: 17

How did Cc1ccc(CCNC(=O)C2CCC(=O)N2Cc2cccnc2)cc1 (stereo not given) do in these assays?
TrxR1 substrate: 8%[57.1 µM]; D2 agonist: -0.2; PI4K2A block: 7; USP1 inh: 5%; TRHR agonist: 0.7; IDH1 R132H inh: 4%; TRHR enhancer: 2; TrxR1 inh: 9%[57.1 µM]; D2 antag: -12

How did CCCC(=O)Nc1ccc(C(=O)NCCCn2ccnc2)cc1 do in these assays?
TrxR1 substrate: -12%; D2 agonist: -1.2; PI4K2A block: -6; USP1 inh: 1%; TRHR agonist: 0.4; IDH1 R132H inh: 1%; TRHR enhancer: -1; TrxR1 inh: -16%; D2 antag: 13

Results for O=C1OCC/C1=C\c1ccccc1O ?
TrxR1 substrate: -2%; D2 agonist: 0.4; PI4K2A block: -4; USP1 inh: -3%; TRHR agonist: 0.3; IDH1 R132H inh: 6%; TRHR enhancer: -2; TrxR1 inh: -5%; D2 antag: -2

Results for CCN(CC)CCNC(=O)c1cccc(NC(=O)C(=O)c2cc(Br)ccc2NC(C)=O)c1 ?
TrxR1 substrate: -7%; D2 agonist: 3.2; PI4K2A block: 0; USP1 inh: -12%; TRHR agonist: 0.3; IDH1 R132H inh: 12%; TRHR enhancer: -5; TrxR1 inh: 10%[57.1 µM]; D2 antag: 2

What do the screens show for `O=C(NC1CCN(S(=O)(=O)c2ccccc2C(F)(F)F)CC1)c1ccco1`?
TrxR1 substrate: 8%; D2 agonist: -0.3; PI4K2A block: 4; USP1 inh: -14%; TRHR agonist: -0.9; IDH1 R132H inh: 0%; TRHR enhancer: -4; TrxR1 inh: 20%; D2 antag: 30*

Results for CCOC(=O)c1cccc(NC(=O)c2cc(S(=O)(=O)N3CCCCCC3)cn2C)c1 ?
TrxR1 substrate: -4%[57.1 µM]; D2 agonist: 0.5; PI4K2A block: -3; USP1 inh: -36%; TRHR agonist: 0.2; IDH1 R132H inh: -1%; TRHR enhancer: 6; TrxR1 inh: 9%[57.1 µM]

Results for O=C(c1ccccc1F)n1c2c(c3ccccc31)CCCC2 ?
TrxR1 substrate: 7%; D2 agonist: 0.2; PI4K2A block: 2; USP1 inh: inconclusive; TRHR agonist: -1.1; IDH1 R132H inh: -4%; TRHR enhancer: 4; TrxR1 inh: 23%; D2 antag: -12

How did COc1ccc(NC(=O)c2ccc3c(c2)C(=O)N(Cc2cccnc2)C3=O)c(OC)c1 do in these assays?
TrxR1 substrate: -12%; D2 agonist: -0.6; PI4K2A block: 0; USP1 inh: -6%; TRHR agonist: -1.1; IDH1 R132H inh: 2%; TRHR enhancer: 1; TrxR1 inh: -15%; D2 antag: 8

How did COc1ccc(S(=O)(=O)N2CCN(C(=O)CCNC(=O)c3ccccc3Cl)CC2)cc1 do in these assays?
TrxR1 substrate: -4%; PI4K2A block: 0; USP1 inh: 1%; TRHR agonist: -0.5; IDH1 R132H inh: -1%; TRHR enhancer: -9; TrxR1 inh: -7%

How did CS(=O)(=O)N(CCc1ccccc1)CC(=O)NCc1ccco1 do in these assays?
TrxR1 substrate: 12%; D2 agonist: 0.6; PI4K2A block: -9; USP1 inh: -7%; TRHR agonist: 0.0; IDH1 R132H inh: 3%; TRHR enhancer: -3; TrxR1 inh: 7%; D2 antag: 6

How did CN1C(=O)CC(n2c(CO)nc3ccccc32)C1=O (stereo not given) do in these assays?
TrxR1 substrate: -8%; D2 agonist: 0.3; PI4K2A block: 2; USP1 inh: 4%; TRHR agonist: 0.2; IDH1 R132H inh: -2%; TRHR enhancer: -12; TrxR1 inh: 6%; D2 antag: -2

What do the screens show for `Cc1nc(C(=O)NCc2ccccc2)sc1C1(C)CC(c2cccnc2)=NO1` (stereo not given)?
TrxR1 substrate: 6%; D2 agonist: 2.2; PI4K2A block: 1; USP1 inh: inconclusive; TRHR agonist: 2.5; IDH1 R132H inh: 11%; TRHR enhancer: 2; TrxR1 inh: 12%; D2 antag: 2

How did COc1ccc(-c2cc3ccc(O)c(CN4CCCC4)c3oc2=O)cc1OC do in these assays?
TrxR1 substrate: 117%[activator][57.1 µM]; D2 agonist: 2.7; PI4K2A block: 0; USP1 inh: inconclusive; TRHR agonist: 1.8; IDH1 R132H inh: 7%; TRHR enhancer: 1; TrxR1 inh: 1%[57.1 µM]

How did Cc1cccc(N2CCN(C(=O)c3ccccc3SCC(=O)N3CCCC3)CC2)c1C do in these assays?
TrxR1 substrate: -2%; D2 agonist: -0.7; PI4K2A block: -1; USP1 inh: -2%; TRHR agonist: -0.5; IDH1 R132H inh: -2%; TRHR enhancer: -5; TrxR1 inh: 6%; D2 antag: 7

How did CCOC(=O)c1c(NC(=O)Cc2cccs2)sc(C(=O)NC2CCCC2)c1C do in these assays?
TrxR1 substrate: 5%; D2 agonist: 0.2; PI4K2A block: 0; USP1 inh: -14%; TRHR agonist: -0.1; IDH1 R132H inh: 4%; TRHR enhancer: 2; TrxR1 inh: 12%[57.1 µM]; D2 antag: -23

What do the screens show for `CC(NS(=O)(=O)c1ccc(Cl)cc1)C(=O)NCc1ccco1` (stereo not given)?
TrxR1 substrate: 9%; D2 agonist: -0.1; PI4K2A block: -4; USP1 inh: -25%; TRHR agonist: 0.0; IDH1 R132H inh: -4%; TRHR enhancer: -7; TrxR1 inh: -25%; D2 antag: -15

How did Cc1cccc(Cn2c(SCc3ccc(C(=O)NC4CCCC4)cc3)nc3ccncc32)c1 do in these assays?
TrxR1 substrate: -3%; PI4K2A block: 1; USP1 inh: -20%; TRHR agonist: -0.3; IDH1 R132H inh: -5%; TRHR enhancer: -1; TrxR1 inh: -4%

How did O=C1Nc2cc3c(cc2C1=O)sc1ccccc13 do in these assays?
TrxR1 substrate: -2%[57.1 µM]; D2 agonist: 1.0; PI4K2A block: 8; USP1 inh: -14%; TRHR agonist: -0.7; IDH1 R132H inh: 1%; TRHR enhancer: -9; TrxR1 inh: 3%[57.1 µM]; D2 antag: -7

What do the screens show for `CCOc1ccc(N(C)S(=O)(=O)c2cc(-c3cc(C)no3)ccc2C)cc1`?
TrxR1 substrate: 4%; D2 agonist: 1.2; PI4K2A block: 1; USP1 inh: -25%; TRHR agonist: 1.4; IDH1 R132H inh: -8%; TRHR enhancer: -4; TrxR1 inh: 22%; D2 antag: -14

How did O=C(N/N=C/c1cccc([N+](=O)[O-])c1)c1nc2ccccc2c(=O)[nH]1 do in these assays?
TrxR1 substrate: -5%; PI4K2A block: 4; USP1 inh: -12%; TRHR agonist: -0.8; IDH1 R132H inh: 12%; TRHR enhancer: -2; TrxR1 inh: -7%

Quoted at random: 5 compounds from above
How did CS(=O)(=O)N(CCc1ccccc1)CC(=O)NCc1ccco1 do in these assays?
TrxR1 substrate: 12%; D2 agonist: 0.6; PI4K2A block: -9; USP1 inh: -7%; TRHR agonist: 0.0; IDH1 R132H inh: 3%; TRHR enhancer: -3; TrxR1 inh: 7%; D2 antag: 6

What do the screens show for `CCOc1ccc(N(C)S(=O)(=O)c2cc(-c3cc(C)no3)ccc2C)cc1`?
TrxR1 substrate: 4%; D2 agonist: 1.2; PI4K2A block: 1; USP1 inh: -25%; TRHR agonist: 1.4; IDH1 R132H inh: -8%; TRHR enhancer: -4; TrxR1 inh: 22%; D2 antag: -14

How did COc1ccc(-c2cc3ccc(O)c(CN4CCCC4)c3oc2=O)cc1OC do in these assays?
TrxR1 substrate: 117%[activator][57.1 µM]; D2 agonist: 2.7; PI4K2A block: 0; USP1 inh: inconclusive; TRHR agonist: 1.8; IDH1 R132H inh: 7%; TRHR enhancer: 1; TrxR1 inh: 1%[57.1 µM]

How did COc1ccc(S(=O)(=O)N2CCN(C(=O)CCNC(=O)c3ccccc3Cl)CC2)cc1 do in these assays?
TrxR1 substrate: -4%; PI4K2A block: 0; USP1 inh: 1%; TRHR agonist: -0.5; IDH1 R132H inh: -1%; TRHR enhancer: -9; TrxR1 inh: -7%

What do the screens show for `Cc1nc(C(=O)NCc2ccccc2)sc1C1(C)CC(c2cccnc2)=NO1` (stereo not given)?
TrxR1 substrate: 6%; D2 agonist: 2.2; PI4K2A block: 1; USP1 inh: inconclusive; TRHR agonist: 2.5; IDH1 R132H inh: 11%; TRHR enhancer: 2; TrxR1 inh: 12%; D2 antag: 2
